KDM5B inhibitor = KDM5B demethylase inhibition; Q9UGL1; 2.6% of 220,000 active; AID 1347165; KDM5B demethylase, FDH-coupled NADH fluorescence (FDH is formaldehyde dehydrogenase); Potency, µM (doses to about 57.7 µM), for inactives: top-dose activity change, negative = inhibition, most hits filed as inhibitors; active = well fitted inhibition curve with a large enough effect; inconclusive = small, poorly fitted or top-dose-only effect; inactive = no such curve, though single readings can be large or run the other way; also: 0% is about no effect; nearly all actives have a fitted effect of over 70% in size
Target sequence (Q9UGL1 whole entry, looked up): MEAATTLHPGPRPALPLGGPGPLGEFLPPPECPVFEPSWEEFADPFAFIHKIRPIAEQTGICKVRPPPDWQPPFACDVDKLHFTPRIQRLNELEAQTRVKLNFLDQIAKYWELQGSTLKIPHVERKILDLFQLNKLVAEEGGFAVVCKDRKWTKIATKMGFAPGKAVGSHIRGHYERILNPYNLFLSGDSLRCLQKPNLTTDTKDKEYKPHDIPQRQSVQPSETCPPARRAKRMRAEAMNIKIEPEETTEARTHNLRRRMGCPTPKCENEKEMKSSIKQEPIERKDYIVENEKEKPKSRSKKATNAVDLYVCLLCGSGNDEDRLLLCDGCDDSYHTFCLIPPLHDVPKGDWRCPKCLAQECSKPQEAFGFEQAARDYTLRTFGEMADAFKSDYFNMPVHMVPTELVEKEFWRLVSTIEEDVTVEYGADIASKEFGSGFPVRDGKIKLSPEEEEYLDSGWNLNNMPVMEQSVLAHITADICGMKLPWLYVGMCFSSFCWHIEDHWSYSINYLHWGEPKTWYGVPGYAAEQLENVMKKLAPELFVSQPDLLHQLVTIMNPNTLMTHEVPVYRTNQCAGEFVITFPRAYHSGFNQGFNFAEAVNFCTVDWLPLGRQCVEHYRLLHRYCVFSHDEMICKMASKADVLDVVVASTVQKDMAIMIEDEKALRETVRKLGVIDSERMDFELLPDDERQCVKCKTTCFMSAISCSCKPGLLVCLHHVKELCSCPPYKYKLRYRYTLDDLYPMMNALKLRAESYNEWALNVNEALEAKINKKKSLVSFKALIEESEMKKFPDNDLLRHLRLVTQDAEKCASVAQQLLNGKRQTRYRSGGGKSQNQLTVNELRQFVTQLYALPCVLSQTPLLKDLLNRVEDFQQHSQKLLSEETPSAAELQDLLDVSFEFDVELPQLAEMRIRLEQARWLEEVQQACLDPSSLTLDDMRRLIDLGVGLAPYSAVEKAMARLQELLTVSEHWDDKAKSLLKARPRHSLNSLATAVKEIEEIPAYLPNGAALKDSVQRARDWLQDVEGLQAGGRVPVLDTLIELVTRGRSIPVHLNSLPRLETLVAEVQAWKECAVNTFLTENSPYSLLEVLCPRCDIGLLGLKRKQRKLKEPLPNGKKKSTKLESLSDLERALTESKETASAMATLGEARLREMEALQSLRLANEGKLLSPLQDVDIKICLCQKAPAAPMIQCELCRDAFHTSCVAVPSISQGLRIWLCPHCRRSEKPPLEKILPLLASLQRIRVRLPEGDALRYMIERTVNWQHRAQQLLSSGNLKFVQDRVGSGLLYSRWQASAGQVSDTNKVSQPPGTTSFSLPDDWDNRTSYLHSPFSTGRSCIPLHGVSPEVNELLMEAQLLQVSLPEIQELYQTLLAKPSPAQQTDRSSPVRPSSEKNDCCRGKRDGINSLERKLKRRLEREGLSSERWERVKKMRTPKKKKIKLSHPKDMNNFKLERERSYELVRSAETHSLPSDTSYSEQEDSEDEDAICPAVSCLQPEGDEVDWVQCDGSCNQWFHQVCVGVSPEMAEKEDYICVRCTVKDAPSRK
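Compound dilutions met 200 nM (final) KDM5BΔAP for 10 min at room temperature before substrate addition. The substrate mix held 12.5 µM H3K4me3 with cofactors 25 µM α-ketoglutarate and 50 µM Fe²⁺. NADH signal gain over 30 min defined activity.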
* hit, by the source's call; i = inactive; ? = inconclusive; & = joins results of further samples; [ ] = another dose, or the depositor's remark. Potency is read from the fitted curve at half-maximal effect. This is a subset, so the mix of outcomes need not match the whole.

SMILES	KDM5B inhibitor
Cn1nccc1C(=O)N1[C@@H]2CC[C@H]1CC(NC(=O)c1ccc(F)cc1)C2 (stereo partly specified)	3%
O=C(CCN1CCCO1)N[C@@H]1COCC[C@@H]1OCc1ccccc1	44%[activator]
Cc1cc(C)cc(C(=O)Nc2c3c(nn2-c2ccccc2C)CS(=O)(=O)C3)c1	-17%
CC(=O)Nc1cccc(-c2ccc3c(n2)CN(Cc2ccccc2F)C(=O)CO3)c1	1%[86.2 µM]
Cc1ccc(C)c(NC(=O)C(NS(=O)(=O)c2ccc3c(c2)CCC(=O)N3)c2ccccc2)c1 (stereo unspecified)	-14%
CN(Cc1ccccc1)C(=O)CSc1ncnc2sc3c(c12)CCC3	-3%
CCOc1ccc(C(=O)NCC2CCCO2)cc1Cl (stereo unspecified)	5%
O=C(CCCN1C(=O)C(c2ccccc2)Oc2cccnc21)NCc1ccccc1 (stereo unspecified)	14%
O=C(Nc1ccc(Cl)cc1)N1CCC(c2nn(-c3ccc(F)cc3)c(=O)[nH]2)CC1	6%
Cc1ccc(NC(=O)CN2CCN(c3ccccc3F)CC2)cc1F	-1%
COc1cc(OC)cc(C(=O)Nc2c(NC3CCCCC3)c3ccccc3oc2=O)c1	-2%
O=C(COc1ccc(Cl)cc1)Nc1cccc2cccnc12	17%
CCC(C)NS(=O)(=O)c1ccc(C(=O)Nc2ccc3ccccc3n2)cc1 (stereo unspecified)	-27%
Cc1ccc(-n2c(=O)c3c4c(sc3n(CC(=O)Nc3ccccc3C)c2=O)CCCCC4)cc1C	-6%
Cc1ccc(OCCn2c(C3CC(=O)N(Cc4ccc(F)cc4)C3)nc3ccccc32)c(C)c1 (stereo unspecified)	?
CC(=O)N[C@H]1CC[C@]2(C)CC[C@@H](C(C)C(=O)NC3CC3)[C@H](O)[C@H]2[C@@H]1C (stereo partly specified)	-2%[86.2 µM]
CC(=O)c1c(C)[nH]c(C(=O)Nc2ccc(F)c(F)c2F)c1C	0%
Cc1oc2ccn(Cc3ccccc3F)c(=O)c2c1C(=O)NCc1cccnc1	-18%
O=C(Nc1ccc(Oc2ncnc3cc(Cl)ccc23)nc1)c1cccs1	21%
CCN1c2cc(C(=O)NCc3ccc(OC)c(OC)c3)ccc2C(=O)N2CCCCCC21 (stereo unspecified)	?
CC1=C(C(=O)Nc2ccccc2)C(c2ccc(Cl)cc2)N2C(=O)CSC2=N1 (stereo unspecified)	0%
Cc1ccc(C(=O)c2oc3ccccc3c2NC(=O)COc2ccccc2C)cc1	10%
CC(C)Cn1c(SCc2cc(=O)n3[nH]cc(C#N)c3n2)nnc1-c1ccccc1F	?
Cc1cc(Br)ccc1NCC(=O)N(C1CCCCC1)C1CCS(=O)(=O)C1 (stereo unspecified)	2%
COc1cccc(C(=O)NN)c1	25%
CCOC(=O)c1cc(-c2ccccc2)sc1NC(=O)CCN1CCN(C)CC1	?
O=C(NCc1c[nH]c2ncccc12)c1cccc(Br)c1	-12%[86.2 µM]
COc1ccc(OC)c(NC(=O)CSc2ccc(-c3sc(C)nc3C)nn2)c1	-9%
COc1ccccc1NC(=O)CN1C(=O)C(c2ccc(F)cc2)=NC1(C)C	-3%
CCN1CCN(c2cc(C(C)C)nc3c(-c4ccccc4)c(C)nn23)CC1	6%
Cc1cc(C)c(NC(=O)Cn2nc3c(cc2=O)CCCC3)c(C)c1	-7%
O=C(NC[C@H]1OC[C@@H](N(Cc2cccs2)Cc2cccs2)[C@@H]1O)c1ccccc1	?
Cc1nn(-c2ccccc2)c2c1cc1c(=O)[nH]c(=O)nc-1n2-c1cccc(C(F)(F)F)c1	?
O=C(NCC1CC1)C1CN(c2cccc(Cl)c2)C(=O)N1 (stereo unspecified)	8%&-15%[86.2 µM]
O=C(CC1CC2CCC1C2)N1CCN(S(=O)(=O)c2ccccc2C(F)(F)F)CC1 (stereo unspecified)	18%
CCOC(=O)c1[nH]c2ccc(F)cc2c1NC(=O)CC	?

Individual results from above.
Result for CN(Cc1ccccc1)C(=O)CSc1ncnc2sc3c(c12)CCC3 in KDM5B inhibitor: -3%
Result for CC1=C(C(=O)Nc2ccccc2)C(c2ccc(Cl)cc2)N2C(=O)CSC2=N1 (stereo unspecified) in KDM5B inhibitor: 0%
Result for CCOc1ccc(C(=O)NCC2CCCO2)cc1Cl (stereo unspecified) in KDM5B inhibitor: 5%
Result for COc1ccc(OC)c(NC(=O)CSc2ccc(-c3sc(C)nc3C)nn2)c1 in KDM5B inhibitor: -9%
Result for O=C(Nc1ccc(Oc2ncnc3cc(Cl)ccc23)nc1)c1cccs1 in KDM5B inhibitor: 21%

Later entries
SMILES	KDM5B inhibitor
O=C(NNC(=O)C12CCC(CC1)C2)c1ccncc1	23%
CN1CCN(CCCNC(=O)c2ccc(/C=C3/Sc4ccccc4N(Cc4cccc(Cl)c4)C3=O)cc2)CC1	?
CC(C)(C)c1cc(C(c2cccs2)c2c[nH]c3ccccc23)cc(C(C)(C)C)c1O (stereo unspecified)	?
CCc1ccccc1OCC(=O)Nc1ccc(S(=O)(=O)Nc2nc(C)cc(C)n2)cc1	-7%
COc1ccc(C(=O)N(C)Cc2ccc(F)cc2)cc1	11%[86.2 µM]
CN(C)c1cccc(C(=O)N2CCNc3cnc(Nc4cccc(C(F)(F)F)c4)nc3C2)c1	?
Cc1ccc(CNC(=O)CN(c2cc(C)cc(C)c2)S(=O)(=O)c2c(C)noc2C)cc1	157%[activator]
COc1ccc(-c2c(C)oc3c(C)c(O)ccc3c2=O)cc1	1%
CC1=C(C(N)=O)C(c2ccc(F)cc2)n2nc(-c3ccccc3Cl)nc2N1 (stereo unspecified)	15%
O=C(CSc1oc(-c2ccco2)nc1S(=O)(=O)c1ccc(Br)cc1)c1ccc(Cl)cc1	?
COc1ccc(-c2[nH]ncc2C(=O)NCc2cccc(Cl)c2)cc1	-8%
FC(F)(F)c1cccc(C2=NOC3(CCCN(Cc4cccnc4)C3)C2)c1 (stereo unspecified)	3%

Structures shown so far with a thiophene ring, fused or not:
SMILES	KDM5B inhibitor
CN(Cc1ccccc1)C(=O)CSc1ncnc2sc3c(c12)CCC3	-3%
Cc1ccc(-n2c(=O)c3c4c(sc3n(CC(=O)Nc3ccccc3C)c2=O)CCCCC4)cc1C	-6%
O=C(Nc1ccc(Oc2ncnc3cc(Cl)ccc23)nc1)c1cccs1	21%
CCOC(=O)c1cc(-c2ccccc2)sc1NC(=O)CCN1CCN(C)CC1	?
O=C(NC[C@H]1OC[C@@H](N(Cc2cccs2)Cc2cccs2)[C@@H]1O)c1ccccc1	?
CC(C)(C)c1cc(C(c2cccs2)c2c[nH]c3ccccc23)cc(C(C)(C)C)c1O (stereo unspecified)	?

The results go on:
SMILES	KDM5B inhibitor
CCC(C(=O)NC1CCC(C)CC1)n1nc(C)c2sc3ccccc3c2c1=O (stereo unspecified)	-29%
Cc1ccc(CNC(=O)Cn2c(=O)n(-c3ccccc3)c(=O)c3c2c2cc(C)ccc2n3C)cc1	-59%
COc1ccc(CC(=O)N2CC(=O)Nc3ccc(Br)cc3C2c2ccc(F)cc2)cc1OC (stereo unspecified)	-7%
O=C(c1cccc2[nH]ccc12)N1CCC([C@@H]2CNC[C@H]2CO)CC1	?
CCCn1c(-n2nc(C)cc2C)nc2c1c(=O)n(CCN1CCCCC1)c(=O)n2C	-9%
COc1ccc(/C=C/c2nn3c(-c4ccc5c(c4)OCO5)nnc3s2)cc1	-7%
CC(C)NC(=O)NC(=O)CSc1nnc(COc2ccccc2Cl)o1	10%
CCOC1CCOC2(CCN(C(=O)c3ccoc3)CC2)C1 (stereo unspecified)	-14%
CCC(=O)N1CCc2c(C(=O)Nc3ccc(OC)cc3OC)cccc21	182%[activator]
CNC(=O)c1cc(=O)n(CC(=O)Nc2ccc(C(C)=O)cc2)c2ccccc12	?
O=C(CCc1ncc(-c2ccc(Cl)cc2Cl)o1)N1CCN(S(=O)(=O)c2ccccc2)CC1	2%
COc1cc(C(=O)Nc2ccccc2-c2nc(-c3ccccc3)no2)cc(OC)c1OC	12%
COc1ccc(CCNC(=O)C2COc3ccccc3C2)cc1OC (stereo unspecified)	4%
COCc1c(C(=O)NCC(c2ccco2)N2CCCC2)sc2cccc(F)c12 (stereo unspecified)	-10%
O=C(c1cc2ccccc2[nH]1)N1CCN(S(=O)(=O)c2cccs2)CC1	-15%
CCCNC(=O)C1CCN(c2cc(C)nc3c(-c4ccc(OC)c(OC)c4)c(C)nn23)CC1	-1%
CCCCCCCCS(=O)CCCCC(=O)OCC (stereo unspecified)	25%
Cc1ccc(/C(O)=C2\C(=O)C(=O)NC2c2ccc(F)cc2)cc1 (stereo unspecified)	-30%
CCN1CC2(CCN(Cc3cnn(-c4ccc(F)cc4)c3)CC2)CC1=O	25%
CCCNc1ncnc2onc(-c3ccc(Cl)cc3)c12	16%
Cc1cc(C)cc(NC(=O)CN2C(=O)c3ccccc3Sc3ccc(C(=O)N4CCCC4)cc32)c1	-20%
CCOc1ccc(C2Nc3ccccc3C(=O)N2C2CC2)cc1OC (stereo unspecified)	i
O=C(c1ccc(Cl)cc1)[C@@H]1[C@H]2C(=O)[C@@H]3OC[C@@H](O3)[C@@H]12	0%
Cc1cccc2c(C3CCN(S(=O)(=O)c4c(Cl)cccc4Cl)CC3)c[nH]c12	-24%
CC(Oc1ccccc1F)c1nnc(SCC(=O)N(c2ccccc2)C2CCS(=O)(=O)C2)o1 (stereo unspecified)	1%
O=C(NC1CC1)c1cc2n(n1)CCCN(C(=O)c1ccccc1-c1ccccc1)C2	-13%
CNCc1ccccc1F	12%[287 µM]
CN(CC(=O)NCc1nc(-c2ccccc2)no1)S(=O)(=O)c1ccc(Cl)cc1	9%
Cn1c(N2CCC3(CC2)OCCCC3O)nc2c1c(=O)[nH]c(=O)n2C (stereo unspecified)	28%
O=C(OCc1nnnn1-c1ccccc1)C1(c2ccccc2)CCC1	-6%
O=C(CCN1CCN(Cc2ccccc2)CC1)NNC(=O)Nc1cccc(C(F)(F)F)c1	-4%
COc1ccc(CCNC(=O)c2nn(C)c3c2CSc2ccccc2-3)cc1OC	?
O=C(Nc1ccc(F)cc1)c1ccc2c(=O)n3c(nc2c1)CCCCC3	-13%
Clc1cccc(N/N=C/c2ccc(Br)cc2)n1	-2%
CCOc1ccc(-c2nnc(SCC(=O)NCCc3ccccc3)nc2-c2ccc(OCC)cc2)cc1	-23%
Clc1ccccc1C1(c2ccnc(NCc3ccccn3)n2)CCNCC1	?
CCCCc1nnc(NC(=O)c2ccc3ccn(C)c3c2)s1	?
COc1cccc(CN2Cc3nc(N(C)c4ccccc4)ccc3OCC2=O)c1	32µM*
CCCCCCNC(=O)c1ccc(Nc2ccc(-c3ccc(C)cc3)nn2)cc1	7%
CCc1ccc(CNC(=O)CN2C(=O)c3cccnc3Oc3ccc(C)cc32)cc1	-14%
CNC(=O)NC[C@H]1CCN(Cc2ccncc2F)C[C@H]1N(C)C	-27%
COCc1cc(=O)n(CC(=O)Nc2ccccc2C)c(N2CCOCC2)n1	?
CCCc1sc(C(=O)N2CCCCC2C)cc1Br (stereo unspecified)	0%
O=C1/C(=C/c2ccccc2Cl)C(c2ccccc2)Oc2ccccc21 (stereo unspecified)	-8%
O=S(=O)(c1ccccc1)N1CCCC(Cc2noc(-c3cnccn3)n2)C1 (stereo unspecified)	-3%
C(=N\N=C1c2ccccc2-c2ccccc21)/c1cccs1	20%
C=CCNC(=O)c1ccccc1CSc1nc2ccccc2o1	-1%
CCCCNC(=O)[C@H]1CCC[C@H]1NC(=O)c1ccncc1	7%
CNc1nc2c(c(=O)[nH]c(=O)n2C)n1CC(O)COc1ccc(Cl)cc1 (stereo unspecified)	13%
O=S(=O)(NCCc1csc(-c2ccc(F)cc2)n1)c1ccccc1F	-20%
COc1cccc(-c2ccnc3c(-c4ccc(F)cc4)c(C)nn23)c1	-17%
Cc1cc2nc3n(c(=O)c2n1CC(=O)N1CCN(c2ccccc2)CC1)CCCCC3	24%
CCc1ccc(/C=C2/SC(N3CCOCC3)=NC2=O)cc1	?
Cc1nc(C)c(C(=O)N2CCC3(CC2)NC(=O)CC3C(=O)O)s1 (stereo unspecified)	-5%
O=C(CN1CCN(c2ccc(F)cc2)CC1)Nc1ccnn1Cc1ccccc1Cl	5%
Cc1cccc(C(=O)NC23CC4CC(CC(C4)C2)C3)c1	5%
CN(c1ccccc1)S(=O)(=O)c1cccc(NC(=O)Cc2n[nH]c(=O)c3ccccc23)c1	11%
O=C(CN1CCN(c2nc(-c3ccccn3)nc3scc(-c4ccccc4)c23)CC1)N1CCCC1	10%
CCN(CCCNC(=O)Cn1ncc2c([nH]c3ccc(C)cc32)c1=O)c1ccccc1	-23%
COc1ccc(CN2C(=O)CO[C@H]3CN(Cc4cccnc4)C[C@H]32)cc1	-15%[86.2 µM]

(listing goes on)
SMILES	KDM5B inhibitor
Cc1nc2sccn2c(=O)c1S(=O)(=O)N1CCN(c2ccc(F)cc2)CC1	-6%
Cc1ccc(Nc2nc(C(N)=O)c(NC(=O)c3ccccc3Br)s2)cc1	?
CN(c1ccccc1)c1ncnc2c1cnn2C	1%
O=C(c1ccc2c(c1)N(Cc1ccccc1F)C(=O)c1ccccc1S2(=O)=O)N1CCCC1	-14%
COc1ccc2nc(CO[C@H]3CN(Cc4ccccn4)C[C@H]3F)[nH]c2c1	-26%[86.2 µM]
COc1ccc(-c2coc3cc(OC(=O)C(C)C)ccc3c2=O)cc1	-1%
COc1ccc(CN2CCN(c3noc(C(C)C)n3)CC2CCO)cc1C (stereo unspecified)	-24%
Cc1ccccc1-c1cc(=O)c2cc(NC(=O)c3ccccc3)ccc2o1	4%
Cc1ccc(C(=O)C(C#N)C(=O)NC2CCCCC2)c(C)c1 (stereo unspecified)	17%

Screening results deposited in PubChem BioAssay by National Center for Advancing Translational Sciences (NCATS).
